Assay outcomes from PubChem BioAssay.
Rab2A wt mod: changes GTP binding to wildtype dog Rab2A, up or down; P61105; GST-Rab2 wt beads, Bodipy-GTP binding, flow cytometry; GTP binding activity, % at 10 µM; 0.19% of 190,000 active; AID 760;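 active means GTP binding activity at least 20 points away from 100%, either lowered or raised; inconclusive means signal likely due to the compound's own green fluorescence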;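 further: 0% = beads with excess unlabeled GTP and 100% = no-compound control corrected for plate trend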
Bcl-2 Bim block: disrupts Bim peptide binding to human Bcl-2; 0.06% of 190,000 active; inhibition, % at 10 µM; P10415; Bead-based flow cytometry, Bim peptide-Bcl-2 binding; in the data active means inhibition above about 40%; inconclusive means no clear call, values can overlap the other calls;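 further: 0% = no compound wells with probe peptide and 100% = reference peptide inhibitor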
Target sequence (P10415 whole entry, looked up): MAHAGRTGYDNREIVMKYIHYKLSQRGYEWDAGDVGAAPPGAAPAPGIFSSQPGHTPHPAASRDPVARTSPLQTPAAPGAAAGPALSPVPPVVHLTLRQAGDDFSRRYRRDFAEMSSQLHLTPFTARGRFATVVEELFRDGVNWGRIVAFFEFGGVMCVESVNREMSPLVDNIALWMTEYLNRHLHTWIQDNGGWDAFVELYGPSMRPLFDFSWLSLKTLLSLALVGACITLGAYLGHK
Cdc42 wt GTP: modulators (inhibitors or activators) of GTP binding to human Cdc42 wildtype | P60953 | GST-Cdc42 beads, Bodipy-GTP binding, flow cytometry; actives lie on both sides | 0.2% of 190,000 active | percent activity (GTP binding), % at 10 µM;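 active means percent activity GTP binding at least 20 points away from the 100% baseline, either down as inhibitor or up as activator; inconclusive means compound flagged as likely green fluorescent from well-wide comparison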;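 further: median bead fluorescence of bound Bodipy-FL-GTP at 100 nM; 0% = excess unlabeled GTP control and 100% = no compound control; below 100% means less GTP binding so inhibitor and above means activator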
Target sequence (P60953 whole entry, looked up): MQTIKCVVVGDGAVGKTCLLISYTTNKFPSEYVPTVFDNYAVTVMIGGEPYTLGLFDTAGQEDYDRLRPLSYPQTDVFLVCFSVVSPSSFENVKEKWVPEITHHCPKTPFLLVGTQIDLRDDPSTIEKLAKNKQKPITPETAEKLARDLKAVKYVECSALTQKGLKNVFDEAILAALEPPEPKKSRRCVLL
Bim-Bfl-1: disrupts Bim binding to human Bfl-1; Q16548; Bead-based flow cytometry, Bim-Bfl-1 binding inhibition; inhibition, % at 10 µM; 0.12% of 190,000 active; AID 1008;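 further: 0% = wells without compound plus tracer and 100% = blocker peptide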
HRas wt GTP: human HRas wildtype GTP binding, change in either direction. P01112. GST-Ras wt beads, Bodipy-FL-GTP binding, flow cytometry; actives lie on both sides. GTP binding activity, % at 10 µM. 0.14% of 190,000 active. AID 759;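 active means GTP binding activity at least 20% away from the 100% baseline, either lowered as inhibitor or raised as activator; inconclusive means flagged as likely green fluorescent, judged across all proteins in the well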;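 further: 0% = unlabeled GTP competition control and 100% = no-compound control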
Target sequence (P01112 whole entry, looked up): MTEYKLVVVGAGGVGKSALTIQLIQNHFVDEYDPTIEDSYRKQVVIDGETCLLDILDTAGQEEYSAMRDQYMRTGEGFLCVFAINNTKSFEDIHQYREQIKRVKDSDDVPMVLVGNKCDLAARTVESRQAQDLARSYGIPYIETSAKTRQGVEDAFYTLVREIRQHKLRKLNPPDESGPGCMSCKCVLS
Bcl-W Bim block: disrupts Bim peptide binding to human Bcl-W. inhibition, % at 10 µM. AID 952. Q92843. bead-based flow cytometry. 0.02% of 190,000 active;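 further: 0% = bound tracer without compound and 100% = peptide blocker; higher means less fluorescent Bim peptide bound to Bcl-W beads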
Target sequence (Q92843 whole entry, looked up): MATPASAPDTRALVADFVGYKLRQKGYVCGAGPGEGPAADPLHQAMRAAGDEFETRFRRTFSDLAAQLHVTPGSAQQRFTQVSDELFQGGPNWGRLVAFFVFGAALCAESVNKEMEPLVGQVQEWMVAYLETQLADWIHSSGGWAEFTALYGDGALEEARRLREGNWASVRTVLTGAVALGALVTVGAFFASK
Rac1 act GTP bind: human Rac1 activated mutant GTP binding change; P63000; GST-Rac1 activated beads, fluorescent GTP binding, flow cytometry; actives lie on both sides; 100% means binding = to untreated wells; percent activity (GTP binding), % at 10 µM; 0.11% of 190,000 active; AID 764;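 active means GTP binding at least 20 percentage points away from the 100% baseline, in either direction, so actives lie on both sides; inconclusive means Compound likely fluorescent itself, or too few beads counted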
Bim-Bcl-XL: human Bim-Bcl-XL interaction inhibition | inhibition, % at 10 µM | Q07817 | AID 1007 | 0.04% of 190,000 active | Bim peptide-Bcl-XL binding, bead flow cytometry, fluorescence
Target sequence (Q07817 whole entry, looked up): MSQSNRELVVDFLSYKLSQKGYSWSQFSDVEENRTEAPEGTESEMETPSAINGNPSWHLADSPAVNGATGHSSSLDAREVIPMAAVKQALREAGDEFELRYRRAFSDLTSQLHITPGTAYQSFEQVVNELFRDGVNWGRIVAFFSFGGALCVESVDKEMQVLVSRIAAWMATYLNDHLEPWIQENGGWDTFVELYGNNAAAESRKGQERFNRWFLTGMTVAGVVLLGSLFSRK
Rab7 wt GTP bind: modulators of GTP binding to dog Rab7 wildtype GTPase; 0.055% of 190,000 active; AID 758; GTP binding activity (percent of control), % at 10 µM; GST-Rab7 beads, fluorescent GTP binding, flow cytometry; actives lie on both sides; untreated = 100%, excess cold GTP = 0%;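 active means fluorescent GTP binding to Rab7 beads changed by at least 20 points from the 100% baseline, either direction, mostly lower; inconclusive means compound itself probably fluorescent, or too few beads counted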;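 further: median green fluorescence of bound Bodipy-FL-GTP per Rab7 bead population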
Bim-Bcl-B: disrupts Bim peptide binding to human Bcl-B; bead-based flow cytometry; inhibition, % at 10 µM; 0.073% of 190,000 active; AID 951;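 further: 0% = tracer peptide without compound and 100% = reference inhibitor peptide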
Rac1 wt GTP bind: modulators of human Rac1 wildtype GTP binding; 0.27% of 190,000 active; GTP binding activity (% of control), % at 10 µM; P63000; GST-Rac1 beads, fluorescent GTP binding, flow cytometry; actives lie on both sides; 0 = cold GTP competed, 100 = untreated;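 active means GTP binding activity at least 20 points away from the 100% control level, either lower or higher; inconclusive means compound flagged as likely green fluorescent, judged across all proteins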
* hit, by the source's call; u = inconclusive. Unless noted, no stated cut-off is given here; in the data, active means inhibition above about 40%.

Rab2A wt mod	Bcl-2 Bim block	Cdc42 wt GTP	Bim-Bfl-1	HRas wt GTP	Bcl-W Bim block	Rac1 act GTP bind	Bim-Bcl-XL	Rab7 wt GTP bind	Bim-Bcl-B	Rac1 wt GTP bind	SMILES
97	1	100	0	95	1	98	-1	95	0	98	N/C(=N\N=C\c1ccc2c(c1)OCO2)c1nonc1N
96	9	93	33	95	15	92	5	99	7	94	O=C(c1ccc2nc(-c3ccco3)c(-c3ccco3)nc2c1)N1CCN(c2ncccn2)CC1
100	-1	97	-1	98	0	97	-1	100	-1	97	Cc1nc2ncnn2c(C)c1CCC(=O)NCCC1=CCCCC1
102	0	101	0	103	0	99	0	103	-2	100	FC(F)(F)c1cc(C(F)(F)F)c2ccc(N3CCN(c4ccc(Cl)cc4)CC3)nc2n1
100	-2	106	3	103	-3	100	-1	102	-3	109	COc1ccc(-c2csc(NC(=O)COc3ccc(N(C)S(=O)(=O)c4ccc(C)cc4)cc3)n2)cc1
102	-18	103	-14	101	-3	103	-7	99	-13	103	Cc1ccccc1C1=NC(C(F)(F)F)(C(F)(F)F)c2c(n(C)c(=O)n(C)c2=O)N1
102	-1	104	0	101	0	100	-1	96	-3	101	CCNC(=O)COn1c(SCC(=O)NCC)nc2ccccc2c1=O
101	-1	101	-2	102	-4	99	-2	99	-2	100	Cc1ccc2nc(-c3ccc(NC(=S)NC(=O)C(C)C)cc3)sc2c1
100	-5	100	-10	100	0	98	0	102	-9	99	COc1ccc(S(=O)(=O)NCCc2csc(-c3cccnc3)n2)cc1
98	0	103	3	101	2	97	2	100	3	105	Cn1nc2c(c1C(=O)O)CCCC2
93	0	90	3	96	-14	94	-20	99	-8	93	O=C(CCCn1cnc([N+](=O)[O-])n1)Nc1cccc2ccccc12
96	2	89	4	96	0	92	-3	101	1	91	O=C(Nc1nnc(-c2ccncc2)s1)Nc1ccccc1F
100	-3	98	-5	97	-2	97	0	97	-1	100	COC(c1ccccc1)c1nnc(CCC(=O)NCCC(C)C)o1 (stereo not given)
96	6	96	-11	95	-7	97	0	98	-48	97	Cn1c(=O)c(/C=C/c2ccccc2)nc2ccccc21
102	-7	101	-5	103	-9	101	-11	100	-16	108	Oc1c(C(c2ccccc2)N2CCc3ccccc3C2)sc2ncnn12 (stereo not given)
89	0	88	4	90	3	90	-2	100	-6	80	Nc1n[nH]c(=S)n1/N=C1/C(=O)Nc2ccccc21
99	-2	101	-2	101	1	97	-7	102	-6	98	COCCCNC(=O)c1c(NC(=O)c2cccs2)sc2c1CCCC2
94	1	93	-3	93	-2	95	-6	89	0	93	CC(NC(=O)Cc1cccc(C(F)(F)F)c1)c1ccc(F)cc1 (stereo not given)
u	-3	u	-13	u	-7	u	-10	u	-9	u	COc1ccccc1N1CCN(CC(=O)NC(=O)NCc2ccco2)CC1
101	-2	104	-1	102	-2	99	0	98	0	100	COC(=O)NC1(C(F)(F)F)NC(=O)N(C2CCCCC2)C1=O (stereo not given)
101	1	100	0	101	-2	103	-5	103	-4	105	CC1CCN(c2ccc([N+](=O)[O-])cc2C(=O)O)CC1
98	-7	95	-9	98	-3	94	-2	98	-4	98	CC1CCN(S(=O)(=O)c2ccc(C(C)C)cc2)CC1
102	0	104	1	103	0	100	0	97	1	103	O=C(CCn1nnc(-c2cccs2)n1)NC1CCCCC1
98	12	98	28	96	19	97	26	101	12	99	O=c1[nH]cnc2c1cnn2Cc1ccccc1
98	-7	100	-18	100	0	100	-5	102	-11	105	CCC(CC)NC(=O)c1cc2c(C)nn(Cc3ccccc3Cl)c2s1
99	-2	97	-1	99	-3	101	-6	102	-11	104	CCCSc1ccc2nc(-c3ccccc3)cn2c1
94	0	94	-5	94	-2	97	-1	95	-3	94	CCOC(=O)c1sc(NC(=O)Cc2ccc(C)cc2)nc1C
101	-2	103	-16	99	0	97	-5	104	-13	102	COc1ccc(NC(=O)N(Cc2ccc3c(c2)OCO3)C2CC(=O)N(c3ccc(OC)cc3)C2=O)cc1 (stereo not given)
101	-1	100	0	101	-2	99	-6	100	-5	100	O=C(COc1ccc(C(F)(F)F)cc1[N+](=O)[O-])Nc1cccc(C(F)(F)F)c1
100	-1	100	-7	101	-3	96	-3	96	-4	99	Cc1cc(C(=O)CN2C(=O)c3ccccc3S2(=O)=O)c(C)n1-c1ccccc1

The final three records of the part above lead into the next.
Rab2A wt mod	Bcl-2 Bim block	Cdc42 wt GTP	Bim-Bfl-1	HRas wt GTP	Bcl-W Bim block	Rac1 act GTP bind	Bim-Bcl-XL	Rab7 wt GTP bind	Bim-Bcl-B	Rac1 wt GTP bind	SMILES
101	-2	103	-16	99	0	97	-5	104	-13	102	COc1ccc(NC(=O)N(Cc2ccc3c(c2)OCO3)C2CC(=O)N(c3ccc(OC)cc3)C2=O)cc1 (stereo not given)
101	-1	100	0	101	-2	99	-6	100	-5	100	O=C(COc1ccc(C(F)(F)F)cc1[N+](=O)[O-])Nc1cccc(C(F)(F)F)c1
100	-1	100	-7	101	-3	96	-3	96	-4	99	Cc1cc(C(=O)CN2C(=O)c3ccccc3S2(=O)=O)c(C)n1-c1ccccc1
103	-10	103	-10	102	-1	102	-4	104	-5	108	CCOC(=O)c1ccc(NS(=O)(=O)CC)cc1
98	8	95	13	96	7	99	6	94	6	100	O=C(O)CSc1c(-c2ccccc2)[nH]c2ccccc12
99	-10	102	-10	101	5	99	-5	102	-10	108	O=C(CS(=O)c1cccc(Cl)c1)Nc1ccccc1Cl (stereo not given)
99	-8	101	-7	101	-1	98	-4	100	-6	104	COc1cccc(/C=C/C(=O)c2ccc(C)c([N+](=O)[O-])c2)c1
99	-8	99	-12	101	-1	96	-11	101	-9	99	COCCNC(=O)C1CC(=O)N(CCc2ccccc2)C1 (stereo not given)
101	-3	104	-4	101	-5	100	-1	96	-3	101	O=C(Nc1ccc(N2CCOCC2)c(Cl)c1)c1ccccc1Cl
99	-2	97	-3	101	-5	99	-4	105	-2	100	O=C(CN1CCSCC1)N/N=C/c1ccc(F)cc1F
99	-10	98	-17	102	1	101	-5	101	-7	103	CC(C)(C)NCCCCOc1ccccc1F
98	2	98	-6	100	0	95	0	102	-4	103	CCOC(=O)c1ccc(N/C=C/C(=O)c2ccccc2)cc1
101	-3	101	-3	100	3	99	1	102	-4	100	FC(F)(F)c1cnc2c(c1)Nc1ccccc1S2
101	-3	100	-2	99	-4	98	-5	97	-5	102	C(=N\n1cnnc1)/c1cccc(Oc2ccccc2)c1
98	7	101	13	99	-3	97	-1	97	2	103	CCOC(=O)Cn1c(SC)nc2sc3c(c2c1=O)CC(C)(C)OC3
u	-8	u	-12	u	-1	u	7	u	-10	u	O=C(CCN1CCc2ccccc2C1)Nc1cccc(F)c1
98	0	101	0	98	1	98	-2	96	1	102	CCc1cc2cc(C)cc(C)c2nc1SCC(=O)N1CCN(C(=O)c2ccco2)CC1
96	-3	97	-11	97	4	97	-1	98	-4	98	COc1ccc(/C=C/C(=O)Oc2cccc(/C=N/NC(=O)c3cccc(F)c3)c2)cc1
96	-4	90	-6	95	-2	94	-4	102	-3	90	CC(C)Cn1c(N)c(C(=O)COC(=O)c2c(F)cccc2F)c(=O)n(C)c1=O
99	-2	97	-2	97	0	94	-1	103	-4	98	CC/C(CC(=O)C(F)(F)F)=N\NC(=O)/C(C#N)=C/N(C)C
97	1	98	0	95	2	99	4	96	1	94	C/C(=N\NC(=O)c1nn(C)c(C)c1Br)c1cccc(NC(=O)c2ccc(F)cc2)c1
96	4	97	0	99	2	96	-1	98	1	96	O=C(COC(=O)C1=COCCO1)Nc1ncc(C(F)(F)F)cc1Cl
95	-7	93	-11	97	-5	91	-1	104	-6	93	COc1ccccc1N1CCN(c2ccc([N+](=O)[O-])nc2)CC1
102	-5	102	-3	103	3	100	2	103	-1	103	Cc1ccc(S(=O)(=O)N2CCCOC2)cc1
102	9	101	-8	100	-4	97	2	98	0	101	Cc1ccc2c(c1)N(CC(=O)NC1CCCCC1C)C(=O)CO2 (stereo not given)
99	0	98	0	98	3	98	2	100	0	102	c1cc2[nH]snc2c2nc(C3CC3)nc12
105	-9	105	-13	104	0	105	-5	104	-7	109	COc1ccc(OC)c(S(=O)(=O)NCCc2cn3ccsc3n2)c1
95	1	96	-4	96	-2	97	-5	92	-2	100	CC(=O)c1ccc(-c2nnc(CCC(=O)N(C)Cc3cccc4cnccc34)o2)s1
98	-9	100	-7	99	-1	99	-5	98	-7	102	O=C(CSc1ccccc1)Nc1cccc(S(=O)(=O)N2CCCC2)c1
96	0	99	-4	96	-4	96	-4	95	-7	98	COc1ccc(Cn2c(=O)sc3ccccc3c2=O)cc1
98	1	96	-1	99	1	100	1	102	0	104	O=c1oc(/C=C/c2ccccc2)nc2ccccc12
96	-2	99	-6	95	0	96	-2	90	-2	95	O=c1[nH]cnc2ccsc12
99	-8	99	-10	100	0	95	-18	96	-7	97	NC(=O)CSc1nnc(-c2cccc(S(=O)(=O)N3CCOCC3)c2)n1C1CCCCCC1
97	0	97	2	97	-1	97	-2	94	0	98	CCC(CO)NCCNC(CC)CO (stereo not given)
99	-5	104	-2	101	0	99	-2	97	-2	103	CCCOC(=O)Nc1cc(OC)c(Cl)cc1OC
100	0	102	-1	101	0	96	-2	102	-2	98	Cc1nnc(NC(=O)C2(c3ccccc3)CCOCC2)s1
102	1	100	-1	99	0	98	0	101	-2	104	CCOC(=O)/C(=C\C=C\N1CCOCC1)C(C)=O
93	-4	94	-1	96	-4	95	-8	96	-9	98	CC(=O)c1ccc(NC(=O)C(C)OC(=O)c2ccc3c(c2)nc(C)n3-c2ccccc2)cc1 (stereo not given)
101	-2	103	-1	104	1	101	-1	104	-2	107	O=C(COc1ccc(-n2cnnn2)cc1)N1CCN(c2ccc(F)cc2)CC1
98	-7	102	10	101	0	100	-7	99	-37	105	Cc1cc2[nH]c(=S)[nH]c2cc1C
101	-3	101	0	101	-2	99	-1	97	-2	99	CCCC(=O)Nc1nc(C(=O)OCC)cs1
96	-8	93	-6	98	-6	93	-10	100	-22	94	COc1ccccc1Nc1n[nH]c(=S)s1
101	-6	100	-2	100	7	97	-1	108	-13	106	CCn1c(CNS(=O)(=O)c2ccc(Cl)cc2)n[nH]c1=S
101	-11	101	-19	103	-2	98	-8	102	-9	104	COCCCNC(=O)C1CC(=O)N(C2CCCC2)C1 (stereo not given)

A stretch taken from the entries so far:
Rab2A wt mod	Bcl-2 Bim block	Cdc42 wt GTP	Bim-Bfl-1	HRas wt GTP	Bcl-W Bim block	Rac1 act GTP bind	Bim-Bcl-XL	Rab7 wt GTP bind	Bim-Bcl-B	Rac1 wt GTP bind	SMILES
97	0	97	2	97	-1	97	-2	94	0	98	CCC(CO)NCCNC(CC)CO (stereo not given)
99	-5	104	-2	101	0	99	-2	97	-2	103	CCCOC(=O)Nc1cc(OC)c(Cl)cc1OC
100	0	102	-1	101	0	96	-2	102	-2	98	Cc1nnc(NC(=O)C2(c3ccccc3)CCOCC2)s1

Compounds were not picked by outcome; 0.62% or so of the library scored in one or more.
